rTrxR1 inhibitor: inhibitors of rat thioredoxin reductase 1 | recombinant rTrxR1, NADPH fluorescence consumption, selenite substrate | Potency, µM (doses to about 114 µM), for the others: top-dose activity change, negative = inhibition, usual class: inhibitors | 390,000 compounds, 1% hits; note: potency is the fitted concentration of half-maximal effect; % is set by controls: 0 for no effect and ±100 for the full control effect; nearly all actives have a fitted effect of over 65% in size
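Rat TrxR1 (90 nM in the dispensed reagent) was pre-reduced with 400 uM NADPH for 5 min at room temperature, then incubated with compound for 15 min. After 400 uM selenite was added, NADPH fluorescence (Ex 340/Em 450 nm) was followed for 8 min.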
PI4K2A inh: PI4K2A (human) kinase inhibition | Q9BTU6 | purified PI4K2A, ADP-Glo luminescence, 1 h; active compounds read low | activity change, negative = inhibition, % at 76.9 µM | 420,000 compounds, 0.13% hits | AID 1346378; in the data active = activity change below about -50%; inconclusive = mostly about -30% to -49%;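 note: -100% = wells without enzyme as full effect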
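In this quantitative HTS, ADP production by PI4K2A was quantified luminescently after 1 h at ambient temperature; 100 microM adenosine served as plate-quality control.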
TrxR1 substrate: is turned over as a substrate by rat TrxR1 | 390,000 compounds, 0.01% hits | Potency, µM (top dose mostly 114 µM), for inactives: at the highest dose activity change, negative = substrate turnover | purified TrxR1 substrate turnover, NADPH consumption readout | O89049; note: potency is the fitted concentration of half-maximal effect; % is set by controls: 0 for no effect and ±100 for the full control effect; nearly all actives have a fitted effect of over 50% in size
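Rat TrxR1, dispensed at 90 nM, was prereduced with 400 uM NADPH (final) for 5 min at ~22 deg C, then incubated with compound 15 min before 400 uM selenite. A first-read NADPH fluorescence drop versus no-compound background flagged substrates.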
USP1 inh: inhibitors of human USP1/UAF1 deubiquitinase | Potency, µM (doses to about 57.1 µM), inactives show at the top dose activity change, negative = inhibition, usual class: inhibitors | AID 743255 | recombinant USP1/UAF1, Ub-Rhodamine cleavage fluorescence | O94782 | 390,000 compounds, 0.23% hits; note: potency is the fitted concentration of half-maximal effect; % is set by controls: 0 for no effect and ±100 for the full control effect; nearly all actives have a fitted effect of over 60% in size; inactives centre near -12
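High-throughput fluorogenic screen: 1nM USP1/UAF1 complex, Ub-Rho substrate 150nM final, 50mM HEPES pH 7.8 with 0.5mM EDTA, 0.1 mg/ml BSA, 1mM TCEP and 0.01% Tween-20.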
GLS inhibitor: glutaminase GLS (human) inhibition; GLS enzymatic activity, qHTS titration; Potency, µM (doses to about 45.5 µM), without a hit: at the highest dose activity change, negative = inhibition, actives largely listed as inhibitors; 410,000 compounds, 0.21% hits; AID 624170; note: potency is the fitted concentration of half-maximal effect; % is set by controls: 0 for no effect and ±100 for the full control effect
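Read-out is an Amplex red fluorescence increase coupled through glutamate oxidase and HRP, measured before and after 30 min room-temperature incubation. hKGA is in 45 mM KH2PO4 (pH 8.2) with 0.02% Tween-20; glutamine added as 1mM solution.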
Pin1 inhibitor: blocks the human prolyl isomerase Pin1; AID 504891; Potency, µM (doses to about 115 µM), inactives show at the top dose activity, negative = inhibition, actives largely listed as inhibitors; Q13526; 390,000 compounds, 0.009% hits; Pin1 FP peptide displacement, HiFluor488, 10 min; active = well fitted inhibition curve with a large enough effect in the polarisation, with a control signal flat, not every such curve was filed as active; inconclusive = small, poorly fitted or top-dose-only effect, or effect the other way, or a change in a side signal; inactive = no such curve, though single readings can be large or run the other way; the % refers to the polarisation; note: potency is the fitted concentration of half-maximal effect; % is set by controls: 0 for no effect and ±100 for the full control effect
Target sequence (Q13526 whole entry, looked up): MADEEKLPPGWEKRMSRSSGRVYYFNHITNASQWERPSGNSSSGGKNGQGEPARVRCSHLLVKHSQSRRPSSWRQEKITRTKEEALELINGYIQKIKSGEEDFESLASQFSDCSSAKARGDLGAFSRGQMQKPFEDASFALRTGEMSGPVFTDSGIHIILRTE
Tb PGK inh: blocks T. brucei phosphoglycerate kinase | P07378 | PGK/GAPDH coupled, Kinase-Glo luminescence, 60 min | Potency, µM (doses to about 57.5 µM), for inactives: at the highest dose activity change, negative = inhibition, hits mostly inhibitors | 380,000 compounds, 0.043% hits; note: potency is the fitted concentration of half-maximal effect; % is set by controls: 0 for no effect and ±100 for the full control effect; nearly all actives have a fitted effect of over 60% in size
Target sequence (P07378 whole entry, looked up): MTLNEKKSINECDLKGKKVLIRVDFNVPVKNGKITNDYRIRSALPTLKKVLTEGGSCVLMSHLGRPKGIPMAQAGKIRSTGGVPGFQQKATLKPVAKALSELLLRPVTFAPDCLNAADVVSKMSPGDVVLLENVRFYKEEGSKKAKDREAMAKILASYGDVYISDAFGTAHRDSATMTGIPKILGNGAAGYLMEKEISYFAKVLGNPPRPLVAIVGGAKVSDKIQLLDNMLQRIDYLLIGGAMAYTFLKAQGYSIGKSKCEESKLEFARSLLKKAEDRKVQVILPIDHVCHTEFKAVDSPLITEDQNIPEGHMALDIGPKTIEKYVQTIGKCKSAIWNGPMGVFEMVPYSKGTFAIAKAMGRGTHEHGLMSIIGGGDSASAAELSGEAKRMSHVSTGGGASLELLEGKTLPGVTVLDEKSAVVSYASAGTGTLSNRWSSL
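Luminescent ATP detection (Kinase-Glo Plus) follows a 60-minute room-temperature incubation, with wells lacking PGK as controls. Buffer: 100 mM TEA (pH 7.6), 5 mM MgCl2, 0.01% Tween-20. Coupling enzyme GAPDH (100 nM final) supplies unstable 1,3-BPG in-well.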
HP1b binding inh: inhibitors of HP1-beta chromodomain binding to methylated histone tails; Potency, µM (doses to about 114 µM), for inactives: at the top dose activity change, negative = inhibition, hits mostly inhibitors; AlphaScreen HP1-beta / biotin-H3K9me3 peptide binding; 390,000 compounds, 0.56% hits; note: potency is the fitted concentration of half-maximal effect; nearly all actives have a fitted effect of over 70% in size; inactives centre near 23
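AlphaScreen: HP1-beta (50 nM) preformed 30 min with biotin-H3(1-18)K9me3 peptide (50 nM) in PBS pH 7.4, 0.01% Tween-20. Compound added for 30 min at RT, then streptavidin donor/nickel chelate acceptor beads (10 ug/mL) for 30 min.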
mIDH1 inhibitor: inhibitors of human mutant IDH1 R132H; O75874; IDH1-R132H enzyme, NADPH consumption, diaphorase/resazurin fluorescence; 390,000 compounds, 0.093% hits; AID 602179; Potency, µM (highest dose often 76.6 µM), for the others: at the top dose activity change, negative = inhibition, actives largely listed as inhibitors; note: potency is the fitted concentration of half-maximal effect; % is set by controls: 0 for no effect and ±100 for the full control effect; nearly all actives have a fitted effect of over 65% in size
Target sequence (O75874 whole entry R132H, stated change not applied): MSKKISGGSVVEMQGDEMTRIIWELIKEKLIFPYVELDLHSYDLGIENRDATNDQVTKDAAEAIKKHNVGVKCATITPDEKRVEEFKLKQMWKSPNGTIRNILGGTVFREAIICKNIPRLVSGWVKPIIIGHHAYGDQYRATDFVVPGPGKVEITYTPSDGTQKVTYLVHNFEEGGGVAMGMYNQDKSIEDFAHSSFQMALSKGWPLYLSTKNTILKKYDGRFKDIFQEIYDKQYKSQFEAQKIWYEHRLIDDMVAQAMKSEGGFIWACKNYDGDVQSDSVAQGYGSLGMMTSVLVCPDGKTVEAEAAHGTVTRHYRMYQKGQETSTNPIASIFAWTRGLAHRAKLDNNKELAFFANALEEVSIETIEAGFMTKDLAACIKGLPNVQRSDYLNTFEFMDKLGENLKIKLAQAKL
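IDH1-R132H (0.5 ug/mL dispensed) in pH 7.5 Tris buffer was preincubated 30 min with compound, then given a substrate mix of 0.016 mM NADPH and 2 mM alpha-KG for 80 min at room temperature; remaining NADPH was read by diaphorase/resazurin fluorescence.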
Starred values were filed as active, the others as inactive; i = inactive; ? = inconclusive; / = no result given; & = joins results of further samples; [ ] = dose if it differs, or a comment. Unless noted, calls come from the whole dose curve; as a rule, active = well fitted curve in the direction sought with a large enough effect; inconclusive = small, poorly fitted or top-dose-only effect, or another doubt; inactive = no such curve, though single readings can be large; an effect the other way counts as inactive or inconclusive. These rows are one share of the data; count on the stated rates, not on these rows.

SMILES	rTrxR1 inhibitor	PI4K2A inh	TrxR1 substrate	USP1 inh	GLS inhibitor	Pin1 inhibitor	Tb PGK inh	HP1b binding inh	mIDH1 inhibitor
CC1CCC(NC(=O)c2cc(S(=O)(=O)N3CCCCC3)c[nH]2)CC1 (centres undefined)	0%	0	-6%	-18%	-1%	?	0%	26%	-8%
O=C1[C@H]2[C@@H](c3ccccc3)N[C@]3(CCCN(Cc4ccc(F)cc4)C3=O)[C@H]2C(=O)N1Cc1ccccc1	/	-2	/	-14%	-2%	/	-6%	/	-18%
CN(C)c1cccc(N(C)C)c1CNC(=O)C(C)(C)C	14%	1	1%	-18%	12%	0%	-8%	34%	1%
O=C(Nc1ccccc1)c1ccc(-c2ccccc2)s1	17%[57.1 µM]	-7	4%[57.1 µM]	-13%	4%	0%	3%	36%	-2%
O=C1CSc2ccc(S(=O)(=O)N3CCN(c4ccccc4)CC3)cc2N1	14%	6	2%	-27%	12%	2%	-9%	9%[57 µM]	-5%
O=C(COC(=O)c1cc(Cl)nc(Cl)c1)NCCc1ccc(F)cc1	7%	0	0%	-5%	0%	-1%	-1%	17%	-7%
CSc1ccc(S(=O)(=O)N2CCCC2)cc1	0%	-4	-5%	-4%	5%	-1%	3%	18%	0%
O=C(Cc1ccc(Cl)cc1)Nc1ccc(NC(=O)c2ccccc2)cc1	7%	-1	3%	1%	9%	3%	-8%	16%	4%
O=C(c1cc2ccccc2oc1=O)N1CCN(c2ccc(F)cc2)CC1	17%	1	3%	-19%	15%	-1%	7%	34%	-10%
COc1cc2cnc(CCO[C@H]3CCCCO3)cc2cc1OC	-3%	-1	1%	6%	5%	2%	8%	42%[activator]	2%
COc1ccc([N+](=O)[O-])cc1NCc1c(F)cccc1F	/	6	/	-1%	1%	/	1%	/	-1%
COC(=O)C1=C(NC(=O)c2ccc(C)cc2)CCS1	29%	2	11%	-7%	3%	-7%	-7%	32%	-1%
CCOC(=O)c1nc2ccccc2nc1C	-19%	2	-17%	-9%	-1%	0%	-10%	38%	4%
CCOC(=O)N1CCC(N(CCCOC)C(=O)Nc2cccc(OC)c2)CC1	9%	-4	8%	-17%	2%	1%	-5%	26%	1%
COC(=O)c1cccc(NC(=O)Nc2ccccc2OC)c1	11%[57.1 µM]	2	-2%[57.1 µM]	-24%	0%	6%	-1%	25%	9%
O=c1[nH]c(-c2cccnc2)nc2sc(-c3ccccc3)cc12	33%	2	21%	-8%	1%	1%	-12%	39%[activator]	-6%
CCCc1oc(C(=O)O)cc1CN1CCOCC1	13%	2	4%	-19%	-6%	4%	-10%	28%	-2%
COc1ccccc1C(=O)N1CCC(c2noc(-c3ccc(S(=O)(=O)N4CCCC4)cc3)n2)CC1	14%	3	-7%	-1%	-2%	1%	5%	21%	-6%
CCC(C)(C)NC(=O)C(c1ccncc1)N(Cc1cccs1)C(=O)Cn1nnc2ccccc21 (centres undefined)	2%	4	-1%	-23%	-2%	-2%	i	35%	8%
Cc1ccc(O)c(CC(C)C)n1	-17%	-3	7%	4%	18%	?	-12%	20%	0%
Cc1c(C)n(C)c2ccc(C(=O)NCCCN3CCN(C)CC3)cc12	-2%	1	2%	-27%	5%	0%	i	6%	12%
Cc1ccc(NC(=O)CN(CCc2ccccc2)S(C)(=O)=O)cc1	16%[57.1 µM]	2	-7%	-13%	2%	-3%	i	34%	7%
CC(=O)Nc1ccc(C)cc1NC(C)=O	6%[57.1 µM]	-1	13%[57.1 µM]	-19%	-4%	-7%	-3%	54%[activator]	-1%
COc1ccc(NC(=O)c2cc(C)no2)cc1OC	19%[57.1 µM]	0	-9%	-10%	-11%	-6%	i	25%	0%
O=C(CSc1nc(=O)n2ccccc2n1)Nc1ccc2c(c1)OCCO2	-6%	-1	-13%	-4%	7%	-6%	-4%	24%	0%
CCC(=O)Nc1ccc(C(=O)NCc2ccccn2)cc1	4%	-11	5%	-9%	0%	-8%	-9%	49%[activator]	0%
O=C(Cc1ccsc1)N1CCN(S(=O)(=O)c2ccccc2F)CC1	-2%	1	-5%	0%	5%	5%	-3%	23%	0%
OC1c2cc(Br)ccc2N=C2CCCN21 (centres undefined)	11%	8	-9%	-21%	-21%	1%	/	28%	-3%
O=C(CN1C(=O)NC2(CCCCC2)C1=O)NCCc1ccc(Cl)cc1Cl	8%[57.1 µM]	6	5%[57.1 µM]	10%	-10%	-3%	-3%	14%[57 µM]	8%
O=C(Nc1ccc(C(=O)N2CCCCC2)cc1)C1CCCC1	6%	-5	4%	-22%	1%	0%	-7%	60%[activator]	1%[38.3 µM]
CC(C)c1ccc(N2C(=O)CC(Sc3ncn[nH]3)C2=O)cc1 (centres undefined)	?	6	-20%[11.4 µM]	-18%	-3%	21%	-7%	-73%	-1%
O=C1CCC(=O)N1c1ccccc1OS(=O)(=O)c1ccccc1	-8%	-1	-7%	-1%	-1%	-6%	-1%	22%	-2%
CC(C)C[C@@H](COc1ccccc1)N1CCN(CCc2ccccc2)CCC1=O	12%&8%	-5	0%&0%	-26%	-1%	-1%	-4%	20%	-5%
CCC(=O)N1CCc2cc(S(=O)(=O)N3CCCCC3CC)ccc21 (centres undefined)	26%	-10	-4%	-9%	-3%	4%	-12%	45%[activator]	-4%
O=C1CCCC(O)=C1N=Nc1ccc(Cl)c(Cl)c1	10%	-1	-3%	-18%	-2%	-10%	-7%	13%	0%
CN1CCC(N(C)S(=O)(=O)c2ccc(NC(=O)COc3ccc(Br)cc3Cl)cc2)CC1	-9%	-2	?	2%	0%	2%	-1%	-6%	1%
O=C(CN1CCCCCC1=O)OCc1ncc(-c2ccccc2)o1	24%[57.1 µM]	2	-1%[57.1 µM]	-2%	5%	-4%	i	30%	-4%
CC(OC(=O)c1cc(=O)[nH]c2ccccc12)C(=O)NC1CCCC1 (centres undefined)	-16%	3	2%	1%	1%	-5%	-3%	33%	0%
CCc1ccc(C(C)NC(=S)NC2CCCCC2)cc1 (centres undefined)	15%	-2	-1%	-22%	-1%	-1%	0%	11%	5%
CCOC(=O)c1c(C)oc2nc(C)nc(NCCc3ccc(OCC)cc3)c12	18%	2	-9%	-21%	-6%	31%[activator]	-23%	52%[activator]	3%

Some of the entries so far, with values ahead of the structure.
rTrxR1 inhibitor | PI4K2A inh | TrxR1 substrate | USP1 inh | GLS inhibitor | Pin1 inhibitor | Tb PGK inh | HP1b binding inh | mIDH1 inhibitor | Molecule
6% | -5 | 4% | -22% | 1% | 0% | -7% | 60%[activator] | 1%[38.3 µM] | O=C(Nc1ccc(C(=O)N2CCCCC2)cc1)C1CCCC1
? | 6 | -20%[11.4 µM] | -18% | -3% | 21% | -7% | -73% | -1% | CC(C)c1ccc(N2C(=O)CC(Sc3ncn[nH]3)C2=O)cc1 (centres undefined)
-8% | -1 | -7% | -1% | -1% | -6% | -1% | 22% | -2% | O=C1CCC(=O)N1c1ccccc1OS(=O)(=O)c1ccccc1
12%&8% | -5 | 0%&0% | -26% | -1% | -1% | -4% | 20% | -5% | CC(C)C[C@@H](COc1ccccc1)N1CCN(CCc2ccccc2)CCC1=O
26% | -10 | -4% | -9% | -3% | 4% | -12% | 45%[activator] | -4% | CCC(=O)N1CCc2cc(S(=O)(=O)N3CCCCC3CC)ccc21 (centres undefined)
10% | -1 | -3% | -18% | -2% | -10% | -7% | 13% | 0% | O=C1CCCC(O)=C1N=Nc1ccc(Cl)c(Cl)c1
-9% | -2 | ? | 2% | 0% | 2% | -1% | -6% | 1% | CN1CCC(N(C)S(=O)(=O)c2ccc(NC(=O)COc3ccc(Br)cc3Cl)cc2)CC1
24%[57.1 µM] | 2 | -1%[57.1 µM] | -2% | 5% | -4% | i | 30% | -4% | O=C(CN1CCCCCC1=O)OCc1ncc(-c2ccccc2)o1
-16% | 3 | 2% | 1% | 1% | -5% | -3% | 33% | 0% | CC(OC(=O)c1cc(=O)[nH]c2ccccc12)C(=O)NC1CCCC1 (centres undefined)
15% | -2 | -1% | -22% | -1% | -1% | 0% | 11% | 5% | CCc1ccc(C(C)NC(=S)NC2CCCCC2)cc1 (centres undefined)
18% | 2 | -9% | -21% | -6% | 31%[activator] | -23% | 52%[activator] | 3% | CCOC(=O)c1c(C)oc2nc(C)nc(NCCc3ccc(OCC)cc3)c12

Screening data deposited in PubChem by National Center for Advancing Translational Sciences (NCATS).
